Screens (PubChem)
LmPK inh – blocks Leishmania mexicana pyruvate kinase activity | actives 0.37% (n = 290,000) | purified LmPK, Kinase-Glo ATP luminescence, 1 h | Potency, µM (top dose mostly 57.5 µM), for the others: at the highest dose activity change, negative = inhibition, actives largely listed as inhibitors; further: potency means the concentration at half of the fitted maximal effect; on the % scale 0 is the no-effect control and ±100 the full control effect
Target sequence (Q27686 whole entry, looked up): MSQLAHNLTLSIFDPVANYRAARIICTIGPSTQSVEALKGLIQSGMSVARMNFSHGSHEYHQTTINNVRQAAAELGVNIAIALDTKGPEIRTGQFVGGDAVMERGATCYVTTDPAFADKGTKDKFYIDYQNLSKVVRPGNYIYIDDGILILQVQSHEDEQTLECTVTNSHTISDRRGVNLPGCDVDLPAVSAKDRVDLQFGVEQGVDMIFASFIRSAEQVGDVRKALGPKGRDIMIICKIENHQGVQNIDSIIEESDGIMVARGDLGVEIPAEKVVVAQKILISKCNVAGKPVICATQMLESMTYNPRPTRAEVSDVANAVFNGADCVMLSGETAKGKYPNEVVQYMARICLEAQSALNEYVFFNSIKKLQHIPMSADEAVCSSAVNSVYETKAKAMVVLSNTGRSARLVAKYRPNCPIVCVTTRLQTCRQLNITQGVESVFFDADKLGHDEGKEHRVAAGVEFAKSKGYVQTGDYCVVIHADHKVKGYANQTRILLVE
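ATP generated from ADP (0.1 mM) and PEP (0.5 mM) by 0.1 nM LmPK over 1 h at room temperature (pH 7.2 imidazole buffer) was detected by coupled luciferase luminescence. Values were normalized to uninhibited and no-enzyme wells.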
Pf growth 48h – inhibits P. falciparum growth in the first generation, 48 h | P. falciparum luciferase growth in erythrocytes, 48 h | Potency, µM (highest dose often 28.7 µM), for the others: at the highest dose activity change, negative = inhibition, most hits filed as inhibitors | AID 504832 | actives 5.9% (n = 310,000); further: potency means the concentration at half of the fitted maximal effect; on the % scale 0 is the no-effect control and ±100 the full control effect
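A one-generation exposure of luciferase-tagged malaria parasites in RPMI 1640/Albumax erythrocyte culture, 37 C and 5% CO2. Inhibition is inferred from decreased luminescence after adding detection reagent.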
Shiga inhibitor – Shiga toxin inhibition; Vero cells, Shiga toxin protein synthesis inhibition reporter; inhibition, % at 38.7 µM; actives 9.2% (n = 290,000); AID 2315; in the data active means inhibition mostly above about 28%, no sharp cut-off; inactive means mostly below about 43%; further: 0% is about no effect
AMA1 RON2 block – inhibitors of Plasmodium falciparum AMA1-RON2 interaction. actives 0.2% (n = 360,000). Potency, µM (top dose mostly 58.2 µM), inactives show top-dose activity change, negative = inhibition, most hits filed as inhibitors. AlphaScreen AMA1-biotinylated RON2 peptide binding;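 further: potency means the concentration at half of the fitted maximal effect; 0% = vehicle wells and -100% = peptide control; nearly all actives have a fitted effect of over 45% in size; some results filed as inactive show a strong effect at the top dose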
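AMA1 (3D7) with his tag at 25 nM final met compounds first, then biotinylated RON2 peptide at 25 nM; detection used donor plus acceptor beads, 10 µg/mL apiece, read by AlphaScreen after 30 min at room temperature.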
CHX counter – counter-screen for Shiga toxin inhibitors: cycloheximide protein synthesis inhibition; cell reporter, cycloheximide protein synthesis inhibition counterscreen; actives 12% (n = 300,000); max response, %; in the data active means max response mostly above about 13%, no sharp cut-off; inactive means mostly below about 14%; further: read at 38.3 µM for the half of the compounds with a filed dose; 0% is about no effect
Pf growth 96h – inhibits malaria parasite growth, 96 h; P. falciparum luciferase reporter growth, 96 h; Potency, µM (top dose mostly 28.7 µM), for inactives: at the top dose activity change, negative = inhibition, actives largely listed as inhibitors; actives 6.9% (n = 320,000); AID 504834; further: potency means the concentration at half of the fitted maximal effect; on the % scale 0 is the no-effect control and ±100 the full control effect
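Erythrocytes infected with luciferase-expressing P. falciparum were dispensed at 2% hematocrit and 0.05% parasitemia (final), then incubated with compounds 96 hours at 37 C in 5% CO2. Luminescence after detection reagent addition reported growth.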
Tb PYK inh – blocks Trypanosoma brucei pyruvate kinase; TbPYK enzyme, Kinase-Glo Plus ATP luminescence, 45 min; AID 624173; actives 0.12% (n = 410,000); Potency, µM (doses to about 76.8 µM), for inactives: top-dose activity, negative = inhibition, most hits filed as inhibitors; Q57TT1; further: potency means the concentration at half of the fitted maximal effect; on the % scale 0 is the no-effect control and ±100 the full control effect; nearly all actives have a fitted effect of over 50% in size
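Readout: single end-point luminescence (Kinase-Glo Plus, 10 min). Reaction conditions were TbPYK/substrate plus 130 uM ADP, 45 min at RT, pH 7.2 TEA buffer. No-enzyme wells served as controls, and data were normalized before concentration-response fitting.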
* = called active by the depositor; ? = inconclusive; · = not tested or not shown; [ ] = another dose, or the depositor's remark. Unless noted, the call rests on the fitted dose curve; in most records, active means well fitted curve in the direction sought with a large enough effect; inconclusive means small, poorly fitted or top-dose-only effect, or another doubt; inactive means no such curve, though single readings can be large; an effect the other way counts as inactive or inconclusive.

SMILES	LmPK inh	Pf growth 48h	Shiga inhibitor	AMA1 RON2 block	CHX counter	Pf growth 96h	Tb PYK inh
COc1cccc(-c2nnc(-c3ccccc3NC(=O)c3ccc(C(C)(C)C)cc3)o2)c1	-1%	9%	10	0%	-3	0%	-7%
CCOc1ccccc1NC(=O)N1CCc2ccccc2C1	1%	?	22	-7%	19*	-18%	-4%
O=C(COC(=O)c1ccc2ncsc2c1)Nc1cc(Cl)ccc1F	·	-4%	·	0%	·	49%[activator]	-12%
COc1cccc(/C=C/c2ccc3cccc(O)c3n2)c1	-10%	52%[activator]	121*	81%[activator]	47*	24%	9%
O=C(Nc1cc2ccccc2oc1=O)c1ccccc1	4.5µM*	386%[activator]	87*	2%	31*	11%	-16%
CCOC(=O)C(C)Oc1cccc2c(=O)n(CC(=O)Nc3ccc(OCC)cc3)ccc12 (centres undefined)	3%	-6%	11	-2%	-1	6%	-1%
COc1ccc(NC(=O)CCC(=O)NCCO)cc1	3%	-1%	45*	-18%	16*	24%	-1%
CN(C)CCCN(C(=O)c1ccc(S(=O)(=O)N2CCCC2)cc1)c1nc2ccc(Br)cc2s1	-6%	?	-6	0%	9	?	4%
CCC(=O)Nc1cccc(C2=NOC3(C2)C[C@H](C(N)=O)N(C(=O)c2ccc(Cl)cc2)C3)c1 (some centres undefined)	2%	?	-8	11%	-2	-15%	0%
Cc1ccc2c(c1)N(CC(=O)NC1CCC(C)CC1)C(=O)CO2 (centres undefined)	11%	7%	4	0%	1	65%[activator]	-11%
CCOc1ccc(NC(=O)c2ccc(CSc3nnc(C)s3)cc2)cc1	12%	-4%	-4	-3%	14	?	-5%
O=C(CN1CCC(C(=O)c2cccc(Cl)c2)CC1)Nc1ccc(C(=O)O)cc1	-2%	20%	35	-17%	1	41%[activator]	-1%

Reprinted from the part before: 2 compounds; new compounds follow.
SMILES	LmPK inh	Pf growth 48h	Shiga inhibitor	AMA1 RON2 block	CHX counter	Pf growth 96h	Tb PYK inh
CCOc1ccc(NC(=O)c2ccc(CSc3nnc(C)s3)cc2)cc1	12%	-4%	-4	-3%	14	?	-5%
O=C(CN1CCC(C(=O)c2cccc(Cl)c2)CC1)Nc1ccc(C(=O)O)cc1	-2%	20%	35	-17%	1	41%[activator]	-1%
O=C(CSc1nc(-c2ccccc2)cc(C(F)(F)F)n1)N1CCOCC1	6%	-17%	-16	1%	8	·	3%
CCC1CCCCN1CCn1c(=S)[nH]c2cc(OC)c(OC)cc2c1=O (centres undefined)	-1%	?	-13	16%	-5	?	-9%
O=C(Nc1nc(=S)ss1)c1ccc(Cl)cc1Cl	0%	8%	-12	-4%	-2	48%[activator]	-16%
COc1ccc(NC(=O)CSCC(=O)N(C)CC(=O)Nc2cccc3ccccc23)cc1	·	7%	·	1%	·	2%	3%
O=C(CCC1CCCC1)N=C1SC2CS(=O)(=O)CC2N1c1ccccc1F (centres undefined)	4%	?	5	-2%	21	?	2%
C/C(=N\NS(=O)(=O)c1ccc([N+](=O)[O-])cc1)c1c[nH]c2ccccc12	12%	81%[activator]	-10	-11%	-3	?	-8%
CC(=O)Nc1c(O)nc(SCC(=O)Nc2nnc(CC(C)C)s2)[nH]c1=O	1%	-9%	18	1%	-3	·	-3%
O=C(Nc1ccc(Cl)cn1)C1CCN(c2ncnc3c2nc2n3CCCCC2)CC1	4%	10%	9	-6%	3	?	-7%
CC(C)C[C@@H](CSc1ccccc1)N1CCN(CCc2ccccc2)CCC1=O	-2%	?	30*	-8%	18*	?	0%
Cc1ccccc1-c1nc(CS(=O)CC(=O)NCCCN(C)c2ccccc2)c(C)o1 (centres undefined)	5%	6%	11	-20%	-2	57%[activator]	-1%
Cc1ccc(NC(=O)c2cccc(OCc3c(C)noc3C)c2)cc1	1%	·	39	-14%	29*	2%	-2%
Cc1ccc(CC(=O)NCCS(=O)c2ccc(C)cc2)cc1 (centres undefined)	0%	28%	-3	-2%	10	-168%[1.15 µM]	1%
Cc1ccc(/C=C/C(=O)N(Cc2cccs2)C2CCS(=O)(=O)C2)cc1 (centres undefined)	3%	-10%	-6	-12%	0	-12%	4%
CCOC(=O)C1CCN(C(=O)C(=O)Nc2ccc3nc4n(c(=O)c3c2)CCCCC4)CC1	-1%	?	-7	-4%	-3	?	1%
COc1ccc(NC(=O)c2ccc(NC(=O)c3ccncc3)cc2)cc1	2%	5%	-11	-2%	-1	27%	5%
Cc1ncc(N=Nc2ccccc2)c(-c2ccccc2)n1	0%	?	-5	?	-3	11%	0%
O=[N+]([O-])c1cc(/C=N/N2CCOCC2)cs1	-4%	·	15	-2%	-2	0%	-7%
CN(C)C(=S)NC(=NCc1ccc([N+](=O)[O-])cc1)c1ccccc1	5%	?	16	4%	-4	33%[activator]	-2%
CCC(CC)C(=O)Nc1cccc(C(=O)NCc2ccco2)c1	10%	-15%	11	1%	6	-5%	?
O=C(CN1CCN(c2ccccc2)CC1)N1CCN(c2ccccc2)CC1	3%	-19%	-16	-15%	-3	?	-3%
CCCC(=O)N1CCC(Cc2ccccc2)CC1	-1%	-5%	-8	8%	-2	?	-3%
COc1ccccc1C(c1nnnn1C(C)(C)C)N1CCN(C(=O)c2ccco2)CC1 (centres undefined)	5%	4.7µM*	-7	-6%	6	?	-4%
CCOc1ccccc1C(=O)NC(C)c1ccc(-n2ccnc2)cc1 (centres undefined)	-3%	?	-21	4%	1	8.3µM*	5%
CN(C)CC(CCC(CN(C)C)C(O)(c1ccccc1)c1ccccc1)C(O)(c1ccccc1)c1ccccc1 (centres undefined)	0%	1.9µM*	-7	0%	2	1.9µM*	-8%
CN1C(C)(C)CC(NC(=O)c2ccco2)CC1(C)C	3%	19%	-11	8%	-4	72%[activator]	-8%
CCc1cccc(CC)c1NC(=O)CO/N=C(\C)c1cccs1	9%	-12%	18	15%	7	0%	-12%
COc1cccc(OC)c1C(=O)OCC(=O)Nc1ccc(OC(F)(F)F)cc1	11%	·	12	-1%	-2	18%	-6%
CSc1ccccc1NC(=O)c1onc(C)c1Cl	3%	·	3	1%	-5	?	-6%
COc1ccc(Br)cc1C(=O)NCc1cccnc1	-7%	-7%	-14	-3%	11	-17%	8%
O=C(/C=C/c1ccco1)NC(=S)Nc1ccc(Cl)cn1	3%	10%	88*	32%[activator]	29	·	-17%
CC1C(=O)N2CCCc3cc(NC(=O)C4CCCCC4)cc1c32 (centres undefined)	·	?	·	23%	·	?	0%
CC(=O)N1CCN(CC(=O)Nc2c(Cl)cc(Cl)cc2Cl)CC1	1%	16%	13	8%	6	-2%[5.75 µM]	-13%
CC(C)CC(NC(=O)C(CC(C)C)NC(=O)OC(C)(C)C)C(N)=O (centres undefined)	4%	-26%	9	-15%	-2	-18%	-5%
CCC(C)c1ccccc1N1CC(C(=O)N2CCN(S(=O)(=O)c3ccccc3Br)CC2)CC1=O (centres undefined)	·	?	·	19%	·	12µM*	-1%
COc1cccc(NC(=O)CN2CCSc3ccccc32)c1	-2%	30%[activator]	0	-16%	7	52%[activator]	3%
O=C(/C=C/c1ccccc1)NCCO	·	8%	·	·	·	-1%	-7%
CCC(CC)C(=O)NCc1cccnc1	0%	4%	6	-8%	-3	33%[activator]	2%
O=C(CCc1ccc(S(=O)(=O)N2CCOCC2)cc1)NCCc1ccccn1	1%	-13%	-19	14%	-9	?	6%
CCOc1ccc(-n2c(SCC(=O)Nc3ccccc3CC)nc3n[nH]c(C)c3c2=N)cc1	-4%	?	-15	·	-6	159%[activator]	·
Cc1ccc(CCC(=O)Nc2ccc(Br)cc2)o1	6%	34%[activator]	15	-10%	18*	?	-2%
O=C(COc1ccc([N+](=O)[O-])cc1)Nc1ccc2c(c1)nc1n2CCOC1	-5%	5%	-9	8%	-2	?	?
O=C(NC(=S)Nc1ccccc1Cl)c1csnn1	0%	48%[activator]	42*	10%	38*	57%[activator]	4%
Cc1ccc(CNC(=S)NC2CCC(C(C)(C)C)CC2)cc1 (centres undefined)	4%	9.3µM*	-18	102%[activator]	-1	12µM*	-3%
O=C(Nc1cccc(C(=O)N2CCOCC2)c1)c1cccnc1	2%	0%	-9	0%	-1	·	4%
Clc1ccc(OCc2cn3cccnc3n2)c2ncccc12	-1%	54%[activator]	101*	6%	35*	-33%	6%
C=CCN1C(=O)/C(=C2/Sc3ccccc3N2CCCS(=O)(=O)O)SC1=S	3%	?	-12	-21%	-6	14%	?
CC(=O)N(CCc1cccc(C)c1)Cc1cc2ccc(C)cc2[nH]c1=O	-2%	-26%	-15	0%	-1	0.074µM*	2%
Cc1ccc(NC(=O)NCc2ccc3c(c2)OCO3)cc1C	-5%	79%[activator]	43*	1%	23*	0%	-8%
COc1cc2c(cc1OC)CN(C(=O)CN1C(=O)NC3(CCCCC3C)C1=O)CC2 (centres undefined)	·	?	·	-3%	·	-27%	1%
COc1cc(NC(=O)c2c(F)cccc2F)nc(OC)n1	-4%	94%[activator]	98*	12%	33*	?	-2%
CC(=O)N1CCN(C(=S)NC(=O)c2ccc(S(=O)(=O)N3CCOCC3)cc2)CC1	7%	17%	6	15%	1	5%	-10%
O=C(Nc1cc(Cl)ccc1N1CCOCC1)c1ccc(F)c(S(=O)(=O)N2CCOCC2)c1	·	?	·	4%	·	?	-3%
N#Cc1cccc(CN2CCCN(Cc3ccc(F)cc3)S2(=O)=O)c1	2%	7%	2	13%	-1	37%[activator]	1%
COC(=O)[C@H]1C[C@H](C(=O)O)[C@@H](C)C1(C)C	·	-22%	·	1%	·	63%[activator]	-3%
CC(C)(C)n1cnc2cc(NS(=O)(=O)c3ccc(Br)cc3)ccc21	3%	·	-4	-9%	-2	-28%	-8%
O=S1(=O)CCC(S(=O)(=O)N2CCCCCC2)C1 (centres undefined)	0%	-13%	7	2%	1	?	-6%
CCn1cc([N+](=O)[O-])c(C(=O)Nc2nc3ccc(OC)cc3s2)n1	1%	38%[activator]	41	-1%	15*	7%	3%
Cc1ccc(-c2csc(N3N=C(c4ccccc4)/C(=C\c4ccc(N(C)C)cc4)C3=O)n2)cc1	-15%	45%[activator]	-2	·	-3	32%[activator]	·
CCCC(c1nnnn1CCc1ccccc1)N1CCN(C2CCCC2)CC1 (centres undefined)	2%	3%	-7	-16%	-2	?	5%

Random excerpt: 4 compounds from above.
SMILES	LmPK inh	Pf growth 48h	Shiga inhibitor	AMA1 RON2 block	CHX counter	Pf growth 96h	Tb PYK inh
COc1cc(NC(=O)c2c(F)cccc2F)nc(OC)n1	-4%	94%[activator]	98*	12%	33*	?	-2%
O=S1(=O)CCC(S(=O)(=O)N2CCCCCC2)C1 (centres undefined)	0%	-13%	7	2%	1	?	-6%
CCn1cc([N+](=O)[O-])c(C(=O)Nc2nc3ccc(OC)cc3s2)n1	1%	38%[activator]	41	-1%	15*	7%	3%
Cc1ccc(-c2csc(N3N=C(c4ccccc4)/C(=C\c4ccc(N(C)C)cc4)C3=O)n2)cc1	-15%	45%[activator]	-2	·	-3	32%[activator]	·
